HCMV antiviral = qHTS Assay for inhibitors of the human cytomegalovirus (HCMV); HFF cells, HCMV-luciferase reporter, 72 h; stronger effect = lower value; activity change, negative = inhibition, % at 57.5 µM; actives 4.5% (n = 410,000); AID 1259415, 2018; in the data active means activity change below about -60%; inconclusive means no clear call, values can overlap the other calls; inactive means above about -39%
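Inhibition of viral replication was scored as loss of reporter luminescence in HFFs infected with HCMV-luciferase (MOI 1 PFU/cell) for 72 h; compounds tested at 2 doses, normalized to buffer and Salinomycin controls.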
AmpC inh detg = qHTS Inhibitors of AmpC Beta-Lactamase (assay with detergent); AmpC hydrolysis of nitrocefin, absorbance 480 nm, 0.01% Triton; AID 485294, 2010; actives 0.041% (n = 370,000); P00811; Potency, µM (series often up to 114 µM), inactives show at the highest dose activity change, negative = inhibition, usual class: inhibitors;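 further: potency means the concentration at half of the fitted maximal effect; 0% = no-compound wells and -100% = no-enzyme wells; nearly all actives have a fitted effect of over 25% in size; some results filed as inactive show a strong effect at the top dose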
Target sequence (P00811 whole entry, looked up): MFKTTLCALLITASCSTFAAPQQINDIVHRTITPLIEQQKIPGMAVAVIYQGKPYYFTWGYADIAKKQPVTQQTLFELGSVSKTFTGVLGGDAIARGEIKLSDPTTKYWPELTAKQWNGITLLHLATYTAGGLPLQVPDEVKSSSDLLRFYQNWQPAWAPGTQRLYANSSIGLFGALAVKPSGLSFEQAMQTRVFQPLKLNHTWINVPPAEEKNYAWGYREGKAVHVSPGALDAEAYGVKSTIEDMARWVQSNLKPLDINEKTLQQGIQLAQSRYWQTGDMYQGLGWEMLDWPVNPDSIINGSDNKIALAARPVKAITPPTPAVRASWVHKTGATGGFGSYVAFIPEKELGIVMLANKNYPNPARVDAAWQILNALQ
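AmpC (5.3 nM in the dispensed reagent) in 20 mM phosphate pH 7.0 with 0.01% (detergent screen) or 0.0001% Triton X-100 was preincubated with compounds for 15 min at room temperature. Nitrocefin was then added from an 800 uM solution, and hydrolysis was followed at 480 nm.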
LmPK inhibitor = qHTS Assay for Inhibitors of Leishmania Mexicana Pyruvate Kinase (LmPK); Q27686; purified LmPK, Kinase-Glo ATP luminescence, 1 h; Potency, µM (highest dose often 57.5 µM), for inactives: at the top dose activity change, negative = inhibition, most hits filed as inhibitors; actives 0.37% (n = 290,000); AID 1721, 2009; further: potency means the concentration at half of the fitted maximal effect
Target sequence (Q27686 whole entry, looked up): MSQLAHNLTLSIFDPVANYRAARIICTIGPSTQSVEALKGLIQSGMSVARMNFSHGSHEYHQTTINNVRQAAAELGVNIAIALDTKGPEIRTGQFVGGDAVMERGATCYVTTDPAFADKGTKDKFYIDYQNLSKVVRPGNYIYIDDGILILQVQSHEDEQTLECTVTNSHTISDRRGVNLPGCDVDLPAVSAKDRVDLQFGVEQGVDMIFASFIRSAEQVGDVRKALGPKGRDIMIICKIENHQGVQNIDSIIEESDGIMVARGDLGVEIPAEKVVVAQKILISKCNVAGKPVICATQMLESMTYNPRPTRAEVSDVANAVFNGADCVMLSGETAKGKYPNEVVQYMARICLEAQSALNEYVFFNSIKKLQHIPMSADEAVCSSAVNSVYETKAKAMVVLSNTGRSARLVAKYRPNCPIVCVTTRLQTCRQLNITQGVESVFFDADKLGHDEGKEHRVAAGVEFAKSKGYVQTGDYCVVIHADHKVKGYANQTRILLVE
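Purified LmPK (0.1 nM) converted ADP (0.1 mM) to ATP with PEP (0.5 mM) in imidazole buffer pH 7.2 with KCl and MgCl2, 1 h at room temperature. ATP was read by Kinase-Glo luminescence; data normalized to uninhibited and no-enzyme controls.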
Sm TGR block = qHTS Assay for the Inhibitors of Schistosoma Mansoni Peroxiredoxins. purified TGR, DTNB reduction, TNB absorbance 405 nm. actives 3% (n = 360,000). AID 485364, 2010. Schistosoma mansoni thioredoxin glutathione reductase (TGR), Q962Y6. Potency, µM (doses to about 114 µM), inactives show top-dose activity change, negative = inhibition, actives largely listed as inhibitors; further: potency means the concentration at half of the fitted maximal effect; nearly all actives have a fitted effect of over 60% in size
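First, TGR (20 nM dispensed) and NADPH were mixed with compound. Second, a 15 min room-temperature incubation followed. Third, further NADPH and then DTNB were added to start the reaction. Finally, TNB absorbance was monitored kinetically.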
AMA1-RON2 inh = qHTS for Inhibitors of AMA1-RON; Towards Development of Antimalarial Drug Lead: Primary Screen; Potency, µM (series often up to 58.2 µM), inactives show at the highest dose activity change, negative = inhibition, usual class: inhibitors; AlphaScreen AMA1-biotinylated RON2 peptide binding; actives 0.2% (n = 360,000); AID 720542, 2013;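 further: potency means the concentration at half of the fitted maximal effect; 0% = vehicle wells and -100% = peptide control; nearly all actives have a fitted effect of over 45% in size; some results filed as inactive show a strong effect at the top dose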
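AMA1 (3D7) with his tag at 25 nM final met compounds first, then biotinylated RON2 peptide at 25 nM; detection used donor plus acceptor beads, 10 µg/mL apiece, read by AlphaScreen after 30 min at room temperature.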
Tb PYK inh = qHTS of Trypanosoma Brucei Inhibitors | actives 0.12% (n = 410,000) | pyruvate kinase (Trypanosoma brucei), Q57TT1 | Potency, µM (doses to about 76.8 µM), for the others: at the top dose activity, negative = inhibition, actives largely listed as inhibitors | TbPYK enzyme, Kinase-Glo Plus ATP luminescence, 45 min | AID 624173, 2012; further: potency means the concentration at half of the fitted maximal effect; nearly all actives have a fitted effect of over 50% in size
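Readout: single end-point luminescence (Kinase-Glo Plus, 10 min). Reaction conditions were TbPYK/substrate plus 130 uM ADP, 45 min at RT, pH 7.2 TEA buffer. No-enzyme wells served as controls, and data were normalized before concentration-response fitting.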
AmpC no deterg = qHTS Inhibitors of AmpC Beta-Lactamase (assay without detergent). actives 0.52% (n = 330,000). AID 485341, 2010. P00811. AmpC nitrocefin hydrolysis, absorbance 480 nm, 0.0001% Triton. Potency, µM (series often up to 57.1 µM), inactives show at the top dose activity change, negative = inhibition, usual class: inhibitors;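 further: potency means the concentration at half of the fitted maximal effect; plate controls were no compound for no effect and no enzyme for full effect; nearly all actives have a fitted effect of over 20% in size; some results filed as inactive show a strong effect at the top dose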
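20 mM phosphate pH 7.0 + 0.01% (detergent screen) or 0.0001% Triton X-100; 5.3 nM AmpC reagent; cpd preinc 15 min RT; nitrocefin (800 uM stock) to start; A480 q20 s × 4 min; Activity was normalised to no-enzyme and no-compound control wells.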
The depositor's hits bear a star; ? = inconclusive; nt = no result given; [ ] = another dose, or the depositor's remark. Unless noted, the call rests on the fitted dose curve; in most records, active means well fitted curve in the direction sought with a large enough effect; inconclusive means small, poorly fitted or top-dose-only effect, or another doubt; inactive means no such curve, though single readings can be large; an effect the other way counts as inactive or inconclusive. Unless noted, on the % scale 0 is the no-effect control and ±100 the full control effect.

1: O=C(N1CCOCC1)N1CCN(CC(O)COc2ccc3ccccc3c2)CC1 (stereo unspecified)
2: COc1cccc(CNC(=O)CN(c2ccc(C(C)C)cc2)S(=O)(=O)c2c(C)n[nH]c2C)c1
3: CCOc1ccc(-n2ccc(=O)c(C(=O)Nc3ccc(S(=O)(=O)N4CCOCC4)cc3)n2)cc1
4: CC(C)CCN1CCN(Cc2nc(-c3ccc(F)cc3)cs2)CC1CCO (stereo unspecified)
5: CCOc1ccc(N2C(=O)/C(=C/c3ccc(C)o3)N(C)C2=S)cc1
6: CC(NC(=O)Nc1ccc(O)cc1)(C(F)(F)F)C(F)(F)F
7: COc1cc2c(cc1OC)C(c1ccc(F)cc1)N(c1cccc(C#N)c1)C(=O)C2 (stereo unspecified)
8: O=C(CC1N=C2c3ccccc3N=C(SCC(=O)Nc3ccc(F)cc3)N2C1=O)NCc1cccs1 (stereo unspecified)

compound no.,1,2,3,4,5,6,7,8
HCMV antiviral,41,-24,-29,2,?,-3,1,16
AmpC inh detg,-8%,3%,-6%,6%,-4%,-2%,0%,-5%
LmPK inhibitor,2%,nt,0%,0%,-6%,1%,nt,nt
Sm TGR block,0%,-13%,7%,10%,28µM*,-34%,-1%,11%
AMA1-RON2 inh,-3%,nt,-7%,-9%,-6%,-8%,nt,nt
Tb PYK inh,-1%,-1%,0%,1%,28µM*,-4%,-1%,1%
AmpC no deterg,96%[activator],nt,-9%,71%[activator],-58%,-15%,nt,nt

Of the compounds above, these contain a halogen.
4: CC(C)CCN1CCN(Cc2nc(-c3ccc(F)cc3)cs2)CC1CCO (stereo unspecified)
6: CC(NC(=O)Nc1ccc(O)cc1)(C(F)(F)F)C(F)(F)F
7: COc1cc2c(cc1OC)C(c1ccc(F)cc1)N(c1cccc(C#N)c1)C(=O)C2 (stereo unspecified)
8: O=C(CC1N=C2c3ccccc3N=C(SCC(=O)Nc3ccc(F)cc3)N2C1=O)NCc1cccs1 (stereo unspecified)

compound no.,4,6,7,8
HCMV antiviral,2,-3,1,16
AmpC inh detg,6%,-2%,0%,-5%
LmPK inhibitor,0%,1%,nt,nt
Sm TGR block,10%,-34%,-1%,11%
AMA1-RON2 inh,-9%,-8%,nt,nt
Tb PYK inh,1%,-4%,-1%,1%
AmpC no deterg,71%[activator],-15%,nt,nt

Further compounds.
9: Cc1cc(C)c(C(=O)/C=C/c2cccs2)c(=O)[nH]1
10: O=C(c1ccco1)N1CCN(Cc2cn[nH]c2-c2cccc3ccccc23)CC1
11: CNS(=O)(=O)c1ccc2c(c1)[nH]c(=S)n2C
12: NNC(=O)COc1cccc(Oc2ccccc2)c1
13: CCCC(=O)N1CCN(c2ccc(NC(=O)c3cc4ccccc4o3)cc2)CC1
14: CSc1ccc(C(=S)N2CCN(CCO)CC2)cc1
15: C=C1CCN([C@H](C(=O)NCc2ccccc2)C(C)C)S(=O)(=O)c2ccccc21
16: COc1ccc2c(/C=C/c3cc[n+](C)cc3)c[nH]c2c1

compound no.,9,10,11,12,13,14,15,16
HCMV antiviral,-64*,8,-6,-23,-7,41,24,-99*
AmpC inh detg,1%,3%,nt,7%,-14%,0%,-5%,-6%
LmPK inhibitor,11%,3%,nt,5%,1%,-2%,4%,2%
Sm TGR block,-3%,-13%,nt,4%,-5%,9%,13%,-26%
AMA1-RON2 inh,3%,4%,30%,10%,10%,-4%,0%,4%
Tb PYK inh,-4%,-2%,-26%,4%,1%,?,4%,10%
AmpC no deterg,-16%,73%[activator],nt,-21%,-11%,-11%,1%,-3%

Fetched by compound from the list above (two):
12: NNC(=O)COc1cccc(Oc2ccccc2)c1
14: CSc1ccc(C(=S)N2CCN(CCO)CC2)cc1

compound no.,12,14
HCMV antiviral,-23,41
AmpC inh detg,7%,0%
LmPK inhibitor,5%,-2%
Sm TGR block,4%,9%
AMA1-RON2 inh,10%,-4%
Tb PYK inh,4%,?
AmpC no deterg,-21%,-11%

Next entries follow.
17: COc1cccc2cc(C(=O)C3=C(O)C(=O)N(CCN(C)C)C3c3ccc(Cl)cc3)oc12 (stereo unspecified)
18: Cc1cc(C)nc(NC2=NCC(=O)N2c2ccc(Cl)cc2)n1
19: Cc1ccc(Cn2c3ccccc3c3cnn(CC(=O)N4CCCCCC4)c(=O)c32)cc1
20: COc1ccc(CCNC(=O)C(=O)Nc2ccccc2F)cc1
21: Cc1cc(C)cc(NC(=O)CN2C(=O)CSc3ccc(S(=O)(=O)N(C)C)cc32)c1
22: Cc1ccc(-c2noc(CN3CCN(C(c4ccccc4)c4ccccc4)CC3)n2)cc1
23: CC(=O)Nc1ccc(S(=O)(=O)NCC2CCC(C(=O)N3CCCCCC3)CC2)cc1 (stereo unspecified)
24: CC(C)c1ccc(-n2cccc2/C=C2/C(=N)N3C=CSC3=NC2=O)cc1

compound no.,17,18,19,20,21,22,23,24
HCMV antiviral,?,-25,18,9,5,-23,-7,?
AmpC inh detg,4%,-3%,17%,11%,2%,-7%,-16%,-1%
LmPK inhibitor,1%,6%,nt,nt,nt,6%,2%,2%
Sm TGR block,11%,-8%,-1%,?,13%,-21%,-16%,-12%
AMA1-RON2 inh,-5%,6%,nt,nt,nt,-23%,0%,64%[activator]
Tb PYK inh,-5%,0%,-2%,-3%,-2%,0%,1%,-5%
AmpC no deterg,83%[activator],15%,nt,nt,nt,17%,18%,-49%

25: O=C(NCc1ccccc1)c1cc(C2COCCN2C(=O)c2ccc(Cl)cc2)on1 (stereo unspecified)
26: CC(C)C(OC(=O)c1cccs1)C(=O)NCCc1ccccc1 (stereo unspecified)
27: COc1cccc(NC(=O)NC2CC(=O)N(c3ccc4c(c3)OCCO4)C2)c1 (stereo unspecified)
28: O=S(=O)(Nc1cccc(S(=O)(=O)N2CCCC2)c1)c1ccc(Cl)s1
29: CCN1C(=O)[C@H]2[C@@H](c3ccc(-c4ccc(Cl)c(Cl)c4)c(OC)c3)N3CCCC[C@@]3(C(=O)OC)[C@H]2C1=O
30: CC(C(=O)NCc1ccccc1Cl)n1ccc2cc(S(=O)(=O)N3CCCCC3)ccc21 (stereo unspecified)
31: CCOCCCNC(=S)N1CCN(c2nc(-c3ccc(F)cc3)cs2)CC1
32: COc1ccc(S(=O)(=O)Nc2ccccc2-c2nnn(CC(=O)Nc3ccccc3OC)n2)cc1

compound no.,25,26,27,28,29,30,31,32
HCMV antiviral,1,-11,-13,-13,0,-27,-85*,-19
AmpC inh detg,nt,?,?,-4%,nt,21%,-14%,-10%
LmPK inhibitor,nt,0%,nt,nt,nt,nt,-1%,2%
Sm TGR block,nt,-1%,1%,4%,nt,4%,10%,0%
AMA1-RON2 inh,5%,-4%,6%,-5%,-6%,nt,-9%,10%
Tb PYK inh,-1%,-2%,-5%,0%,4%,5%,-21%,-7%
AmpC no deterg,nt,9%,-20%,-19%,17%,nt,45%,-41%

33: Cc1cccc(C(=O)OCC(=O)Nc2c(C)n(C)n(-c3ccccc3)c2=O)c1O
34: N#Cc1ccc(C23CC4(C2)[C@H](CN(Cc2ccc(-c5ccccc5)cc2)[C@@H]4c2ccccc2)C3c2ccccc2)cc1 (stereo partly specified)
35: CC(=O)c1cccc(OCC(O)CNCC2CCCCC2)c1 (stereo unspecified)
36: Cc1ccc(F)cc1NC(=O)CSc1n[nH]c(N)n1
37: CC1CN(S(=O)(=O)c2cccc(C(=O)Nc3ccc(N4CCCCC4)cc3)c2)CC(C)O1 (stereo unspecified)
38: C=CCc1c(Cl)nc(C)nc1NCc1ccccc1
39: CC(/C=C/c1ccco1)=N/NC(=O)OC(C)(C)C
40: CC(C)C[C@@H]1COc2cccc(N3CCN(Cc4ccccc4F)CC3)c2S(=O)(=O)N1

compound no.,33,34,35,36,37,38,39,40
HCMV antiviral,8,0,4,-10,36,?,27,-14
AmpC inh detg,nt,0%,0%,nt,nt,-14%,-12%,nt
LmPK inhibitor,nt,2%,5%,nt,nt,0%,1%,nt
Sm TGR block,nt,-27%,?,nt,nt,-23%,40µM*,nt
AMA1-RON2 inh,-14%,-4%,7%,2%,-4%,21%,28%,-15%
Tb PYK inh,2%,4%,2%,-1%,-7%,-1%,-14%,1%
AmpC no deterg,-24%,-16%,-13%,-20%,nt,-11%,-9%,nt

41: O=C(CCNC(=O)N1CC(=O)Nc2ccccc21)NCCc1ccc(Cl)cc1
42: COC(=O)Nc1nnc(-c2ccccc2OC)s1
43: CCOC(=O)C1(Cc2cccc(OC)c2)CCN(Cc2cccc3cnccc23)CC1
44: CCN1CCN(S(=O)(=O)c2cc(C)c(OC)cc2C)CC1
45: CN(Cc1cc2ccccc2[nH]c1=O)S(C)(=O)=O
46: NC(=O)C1(C(=O)O)OC1(c1ccc(Cl)cc1)c1ccccc1Cl (stereo unspecified)
47: Cc1ccc(-c2csc3nc(SCC(=O)N(C)C)n(Cc4ccccc4)c(=O)c23)cc1
48: COC(=O)/C=C/c1cc(F)ccc1S(=O)(=O)NC(C)(C)C

compound no.,41,42,43,44,45,46,47,48
HCMV antiviral,-3,144,-24,34,1,-9,37,-4
AmpC inh detg,nt,6%,-4%,0%,-1%,nt,-3%,nt
LmPK inhibitor,nt,-30%,2%,3%,-1%,nt,8%,nt
Sm TGR block,nt,2%,0%,-13%,-1%,nt,-2%,nt
AMA1-RON2 inh,-6%,-14%,11%,7%,-13%,5%,-1%[11.6 µM],20%
Tb PYK inh,-1%,-4%,2%,-3%,-17%,-4%,-5%,6%
AmpC no deterg,nt,-16%,50%[activator],-2%,0%,nt,107%[activator],nt

49: C[n+]1ccn(CC(=O)c2cccs2)c1
50: CCN(CC)CCNC(=S)Nc1ccc2nc(N3CCN(CC)CC3)cc(C)c2c1
51: O=C(Cn1cc(S(=O)(=O)Cc2ccc(F)cc2)c2ccccc21)NCCc1ccccc1
52: CCOc1ccc(N(CC(=O)NCCc2ccccc2)C(=O)c2csnn2)cc1

compound no.,49,50,51,52
HCMV antiviral,12,?,?,11
AmpC inh detg,-8%,1%,3%,9%
LmPK inhibitor,-7%,-1%,nt,10%
Sm TGR block,3%,-12%,1%,8%
AMA1-RON2 inh,3%,-2%,nt,2%
Tb PYK inh,2%,-5%,2%[15.4 µM],4%
AmpC no deterg,-14%,-19%,nt,26%

Source: PubChem

Random draw from the library. Share with any hit: about 7.4%.
